# MITF TRPM1 HTS: activators of MITF-driven TRPM1 promoter activity in SK-MEL-5 cells; SK-MEL-5 TRPM1-promoter luciferase, 24 h; % of positive control, neutral wells = 0; 300,000 tested, 0.75% active; AID 588334; activation, % at 12.5 µM;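 active = mean activation of at least 80% with every replicate also reaching 80%; inconclusive = mean reaches 80% but some replicate falls short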;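 note: 0% = neutral control wells and 100% = parthenolide positive control wells; values of inactives mirror those of a sister screen read the other way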
# CDK5 p35 inh: blocks human CDK5/p35 kinase activity; Q00535+Q15078; 330,000 tested, 0.01% active; AID 488839; Recombinant CDK5/p35, ADP-Glo luminescence, 60 min; inhibition, % at 10 µM;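 active = highest replicate inhibition of at least 50% and at least 75% of replicates reaching 50%; inconclusive = only one of the two criteria met; inactive = both criteria failed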;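 note: plate controls were DMSO neutral control for no effect and GW8510 at 10 µM for full effect; many of its hits are not listed in these tables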
# Target sequence (Q00535 whole entry, looked up): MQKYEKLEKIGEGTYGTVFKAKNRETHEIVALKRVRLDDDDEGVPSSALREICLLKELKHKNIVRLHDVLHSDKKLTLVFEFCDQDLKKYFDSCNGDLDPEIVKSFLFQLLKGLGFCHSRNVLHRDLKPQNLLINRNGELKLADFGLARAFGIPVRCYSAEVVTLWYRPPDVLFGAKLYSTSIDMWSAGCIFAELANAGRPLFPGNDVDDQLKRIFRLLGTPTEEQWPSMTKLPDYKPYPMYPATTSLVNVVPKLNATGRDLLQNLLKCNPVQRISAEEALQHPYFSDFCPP
# Target sequence (Q15078 whole entry, looked up): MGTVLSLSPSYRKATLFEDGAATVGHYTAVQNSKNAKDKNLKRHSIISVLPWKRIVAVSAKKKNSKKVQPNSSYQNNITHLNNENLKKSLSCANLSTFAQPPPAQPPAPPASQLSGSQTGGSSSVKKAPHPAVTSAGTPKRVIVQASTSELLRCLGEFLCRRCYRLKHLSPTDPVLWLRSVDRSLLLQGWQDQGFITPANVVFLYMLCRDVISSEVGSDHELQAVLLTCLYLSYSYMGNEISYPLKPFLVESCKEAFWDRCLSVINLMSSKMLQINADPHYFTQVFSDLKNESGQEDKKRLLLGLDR
# Tat export inh: blocks Tat-dependent protein export in E. coli | inhibition, % at 10 µM | AID 488895 | E. coli MC4100 TorA-mCherry Tat export, fluorescence | 340,000 tested, 0.036% active;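 active = mean replicate inhibition at least 50% and at least half of replicates individually reaching 50%; inconclusive = only one of the two criteria met; inactive = neither criterion met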;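 note: exported cargo escapes ClpAP degradation while cytoplasmic cargo is degraded and loses fluorescence; 0% = median of neutral control wells and 100% = median of NaSCN control wells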
# RTF Ca sens act: increases calcium sensitivity of human cardiac regulated thin filaments. IANBD-labeled TnC RTF fluorescence at EC20 calcium; 0% EC20 calcium, 100% full calcium. activation, % at 7.2 µM. 340,000 tested, 0.24% active. AID 493008;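 active = activation above the mean over all tested compounds plus 3 SD, cut at about 30% in these data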;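 note: rise in fluorescence read as greater calcium sensitivity of cardiac thin filaments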
# CAL PDZ FP-1: inhibitors of human CAL PDZ peptide binding | Q9HD26 | purified CAL PDZ, TMR-peptide fluorescence polarization, 1 h | inhibition, % at 24.9 µM | 300,000 tested, 0.92% active | AID 602252;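 active = mean inhibition of at least 30% with at least half of replicates also reaching 30%; inconclusive = no clear call, values can overlap the other calls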;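 note: 0% = DMSO neutral control and 100% = excess unlabeled competitor peptide PRC23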
# dFosB act: mouse delta FosB homodimer activation | P13346 | purified delta FosB, TAMRA-CDK5 oligo fluorescence polarization; percent of positive-control signal above neutral wells | activation, % at 25 µM | 340,000 tested, 0.99% active;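 active = mean activation above about 17%, with every replicate also reaching it, limit read from the data, passing the limit was not always enough; inconclusive = only one of the two conditions met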;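 note: fluorescence polarization rise as delta FosB binds a TAMRA Cdk5 AP-1 oligo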
# V-ATPase pHluor: regulators of yeast V-ATPase proton transport | 350,000 tested, 0.37% active | S. cerevisiae, pHLuorin cytosolic pH fluorescence | response, % at 10 µM; in the data active = response mostly above about 7.3%, no sharp cut-off; inactive = mostly below about 5.4%; note: actives read high; inactives centre near 0; some compounds called inactive have numbers as strong as hits; reference of the scale not given here
# Wnt act: activates Wnt/beta-catenin signaling in a reporter cell assay | 300,000 tested, 1.2% active | activation, % at 9.35 µM | activator, plate reader; in the data active = activation above about 30%, passing the limit was not always enough; inconclusive = no clear call, values can overlap the other calls;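 note: 0% = neutral control wells and 100% = positive control wells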
# CAL PDZ FP-2: inhibitors of human CAL PDZ peptide binding; Q9HD26; purified CAL PDZ, TMR-peptide fluorescence polarization, 1 h; inhibition, % at 20 µM; 330,000 tested, 0.02% active; AID 504414;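 active = highest replicate inhibition of at least 40%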;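 note: plate controls were DMSO neutral control wells for no effect and unlabeled competitor peptide control wells for full effect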
#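 System: purified tagged CAL PDZ domain construct (CerCALP). Schedule: 1 h incubation at room temperature before polarization reading. Medium: 25 mM sodium phosphate pH 7.4, 150 mM NaCl, TCEP, IgG, Thesit. Read-out: percent inhibition from loss of millipolarization. Measured by: FP readout, S and P plane fluorescence. Probe or stimulus: fluorescent TMR peptide probe.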
# Rtt109 HAT inh: blocks Candida albicans Rtt109/Vps75 acetyltransferase activity; inhibition, % at 34.9 µM; Q5AAJ8; purified Rtt109/Vps75, ThioGlo CoA-SH fluorescence, 4 h; 330,000 tested, 0.16% active; AID 540336;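 active = inhibition of at least 50% in every replicate; inconclusive = best replicate reaches 50% inhibition but some replicates fall short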
# Target sequence (Q5AAJ8 whole entry, looked up): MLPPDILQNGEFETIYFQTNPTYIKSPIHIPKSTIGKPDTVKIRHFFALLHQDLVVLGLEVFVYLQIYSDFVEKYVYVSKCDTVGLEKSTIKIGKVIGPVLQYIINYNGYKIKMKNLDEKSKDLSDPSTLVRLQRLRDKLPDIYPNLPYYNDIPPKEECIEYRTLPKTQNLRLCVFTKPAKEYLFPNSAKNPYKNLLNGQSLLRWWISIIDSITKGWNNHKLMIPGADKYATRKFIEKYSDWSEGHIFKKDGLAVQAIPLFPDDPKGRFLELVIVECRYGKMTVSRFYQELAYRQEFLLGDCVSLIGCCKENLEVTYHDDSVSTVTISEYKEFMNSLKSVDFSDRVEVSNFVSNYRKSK
# An asterisk follows results filed as active; ? = inconclusive; . = not tested or not shown.
SMILES,MITF TRPM1 HTS,CDK5 p35 inh,Tat export inh,RTF Ca sens act,CAL PDZ FP-1,dFosB act,V-ATPase pHluor,Wnt act,CAL PDZ FP-2,Rtt109 HAT inh
COc1ccc(OCC(=O)N2CCN(S(=O)(=O)c3ccc(Cl)s3)CC2)cc1,6,-0.1,0,-7,-10,-1,5,14,-0.3,-11
Cc1ccc(SCC(=O)Nc2ccccc2C(=O)O)cc1,.,-2.7,1,6,-1,2,0,29,-0.3,3
Cc1ccc(NC(=O)c2sc(Cl)nc2C)c(C)c1,8,.,-7,-8,-3,-5,-3,2,0.6,-6
CCc1c(O)nc(SCC(N)=O)n(-c2ccccc2F)c1=O,-4,-0.8,1,-7,-2,0,-4,.,0.1,7
COc1ccc(OC)c(NC(=O)C(C)OC(=O)c2cc3ccccc3[nH]2)c1 (stereo unspecified),-30,0.6,1,3,-2,19*,0,-5,-1.3,1
CC(C)C(NC(=O)c1ccccc1)C(=O)OCn1nnc2ccccc2c1=O (stereo unspecified),-7,-5.9,12,-3,-4,-2,3,-5,-0.9,-2
O=C(Nc1ccccc1C(=O)N/N=C/c1ccccc1)c1ccco1,30,-1.3,7,0,-1,88*,-8,8,-1.3,15
CCOC(=O)C1=C(C)OC(N)=C(C#N)C1c1ccsc1 (stereo unspecified),0,-4.5,13,4,.,-10,1,-3,-2.2,1
O=C(C(=O)N1CCCCCC1)c1c[nH]c2ccccc12,.,0.7,-5,-5,-1,-7,-1,1,0.1,12
CCN(CC(=O)Nc1cccc(OC)c1)C(=O)c1cnc(Cl)c(Cl)c1,2,0.3,-5,-4,-1,5,-2,-1,-1.5,23
O=C(O)CCC(=O)NNC(=O)CCC1CCCCC1,-13,1.1,-4,4,-5,5,3,-2,-0.9,-2
ON=C1CCCC2CCCCC12 (stereo unspecified),0,1.2,4,-1,8,3,-2,0,0.1,25
CCOc1ccc(NS(=O)(=O)c2cc(OC)ccc2OC)cc1,3,5.2,17,-1,-5,3,2,-1,-0.6,-2
O=C(NC(=S)Nc1cccc(NC(=S)NC(=O)c2ccco2)n1)c1ccco1,0,1.4,-5,0,.,23*,-2,3,0.0,2
COc1cc(C(=O)NCC(=O)OCC(=O)c2ccc[nH]2)cc(OC)c1OC,.,-2.1,1,3,61*,3,-1,-1,-0.5,-5
Cc1cc(/C=C2/C(=N)N3C(=NC2=O)SN=C3S(C)(=O)=O)c(C)n1-c1ccccc1F,2,3.4,16,-2,-11,-3,0,24,-4.3,?
O=C(Nc1ccc(Cl)cc1)c1ccc2c(c1)OCO2,71,-2.5,-9,-1,3,4,-3,.,-2.6,-13
CC[C@]12c3[nH]c4ccccc4c3CCN1C(=O)C(CC(=O)NCc1cccc(C(F)(F)F)c1)C[C@@H]2C(=O)N1CCN(C(=O)C2CC2)CC1 (stereo partly specified),0,1.6,1,-5,-2,-6,0,-2,-2.1,7
CCC(C)[C@H](Nc1nc(-c2ccccc2)nc2c1oc1ccccc12)C(=O)O (stereo partly specified),-15,-2.6,-3,-5,-8,-4,1,.,-0.9,14
CC1CC2(CC(C)(C(=O)CSc3nc4ccccc4s3)OC2=O)C(=O)O1 (stereo unspecified),-8,-1.6,-4,-5,0,-6,1,.,-0.9,5
Cc1cc(OCC(=O)NCCCN2CCCC2=O)c2c(C)cc(=O)oc2c1,-2,.,-7,-6,-1,-8,-2,0,-1.8,9
CCOc1ccccc1C(=O)N(CN1CCCC1=O)c1ccc(C)c(Cl)c1,.,0.4,1,2,2,-3,-4,.,-1.2,-3
Cc1ccccc1NC(=O)c1sc2nc(N3CCOCC3)c3c(c2c1N)CCCC3,51,.,2,1,0,-10,-6,3,-2.2,3
O=C(c1ccccc1)c1c[nH]c(C(=O)NNc2cccc(Cl)n2)c1,-1,0.1,4,8,1,4,-4,0,-2.6,7
CCCNC(=O)COC(=O)c1ccc(-c2ccccc2)cc1,-13,0.2,-1,2,3,-2,3,0,-1.8,0

# Among those listed so far, these have a Cl atom.
SMILES,MITF TRPM1 HTS,CDK5 p35 inh,Tat export inh,RTF Ca sens act,CAL PDZ FP-1,dFosB act,V-ATPase pHluor,Wnt act,CAL PDZ FP-2,Rtt109 HAT inh
COc1ccc(OCC(=O)N2CCN(S(=O)(=O)c3ccc(Cl)s3)CC2)cc1,6,-0.1,0,-7,-10,-1,5,14,-0.3,-11
Cc1ccc(NC(=O)c2sc(Cl)nc2C)c(C)c1,8,.,-7,-8,-3,-5,-3,2,0.6,-6
CCN(CC(=O)Nc1cccc(OC)c1)C(=O)c1cnc(Cl)c(Cl)c1,2,0.3,-5,-4,-1,5,-2,-1,-1.5,23
O=C(Nc1ccc(Cl)cc1)c1ccc2c(c1)OCO2,71,-2.5,-9,-1,3,4,-3,.,-2.6,-13
CCOc1ccccc1C(=O)N(CN1CCCC1=O)c1ccc(C)c(Cl)c1,.,0.4,1,2,2,-3,-4,.,-1.2,-3
O=C(c1ccccc1)c1c[nH]c(C(=O)NNc2cccc(Cl)n2)c1,-1,0.1,4,8,1,4,-4,0,-2.6,7

# Remaining list, next part.
SMILES,MITF TRPM1 HTS,CDK5 p35 inh,Tat export inh,RTF Ca sens act,CAL PDZ FP-1,dFosB act,V-ATPase pHluor,Wnt act,CAL PDZ FP-2,Rtt109 HAT inh
NC(=O)NC(=O)CSc1nc(-c2ccccc2)c(-c2ccccc2)n1CC1CCCO1 (stereo unspecified),1,-0.1,-5,-4,-3,-2,-2,.,-1.9,9
COc1ccc(CCNC(=O)CN(C)S(=O)(=O)c2ccc3nc(C)sc3c2)cc1OC,-19,0.4,0,-2,-2,7,-6,0,-2.8,-6
CCCCCC1(C(=O)OCC)CC(CSC(=N)N)OC1=O (stereo unspecified),24,-1.6,-1,5,-2,-10,1,-11,-1.7,-7
CC(=O)c1ccc(-n2cc(-c3ccc(C(C)(C)C)cc3)[n+]3c2SCCC3)cc1,-33,-4.2,-4,8,-2,-10,-1,0,-0.3,-6
COc1ccc(N2CC(C(=O)NCc3nnnn3-c3ccc(C)c(C)c3)CC2=O)cc1 (stereo unspecified),-12,0.7,-4,4,1,-7,0,-1,-2.7,19
Cc1ccccc1CC1(CO)CCCN(C(=O)c2cc(Cl)ccc2F)C1 (stereo unspecified),24,-3.4,1,0,1,-4,-3,-2,.,-5
CCc1ccccc1NC(=O)CN(C)C(=O)CN1C(=O)NC2(CCCCCC2)C1=O,-2,3.9,5,7,-2,-2,7,-3,-1.9,0
CC(OC(=O)CN1C(=O)c2ccccc2C1=O)C(=O)NCc1ccccc1 (stereo unspecified),-8,0.7,-2,-4,-1,-8,-4,1,1.4,6
CCCCOc1ccc(C(=O)OC(C)CN(C)C)cc1 (stereo unspecified),.,0.2,0,-2,-8,-4,0,.,-0.5,11
CC(NO)C(C)(C)NO (stereo unspecified),17,-0.8,6,-5,-3,3,-4,-4,0.3,-18
O=C(CSc1nnc(-c2ccncc2)n1CC1CCCO1)Nc1nccs1 (stereo unspecified),4,-0.4,1,-2,-4,-3,-6,-4,-1.6,-4
COCCSc1ccccc1C(=O)N1CCc2ccccc2C1,0,2.0,0,3,2,2,3,4,-2.1,-4
CCNc1ccc(S(=O)(=O)N(C)C)cc1[N+](=O)[O-],2,0.2,?,10,1,-1,13,-1,-2.7,24
Cn1cc(C(=O)N2CCCC(Nc3ccc(F)cc3)C2)c2ccccc21 (stereo unspecified),-8,-0.6,4,1,-2,0,4,-2,-2.3,-2
CCNc1nc(NCC)n2c(SCC(=O)Nc3ccc(CC)cc3)nnc2n1,-4,-0.2,-1,-5,.,-5,-4,.,-0.8,-5
Cc1ccc2[nH]c3c(=O)n(CC(=O)N4CC(C)CC(C)C4)ncc3c2c1 (stereo unspecified),-7,1.4,4,-3,-12,7,0,-2,-2.9,-6
CNC(=S)N/N=C/c1ccc(-c2cc([N+](=O)[O-])ccc2Cl)o1,5,-1.8,-6,4,-5,1,3,-1,0.4,9
O=S(=O)(NCCC1=CCCCC1)c1cccc2nsnc12,7,0.9,6,-6,.,1,-2,.,0.3,-5
COCCNC(=O)CSc1nnc(-c2ccc(C)cc2)c(-c2ccc(C)cc2)n1,-7,-1.0,-6,7,10,-15,0,-1,0.4,7
CN(Cc1ccccc1)C(=O)c1ccc(NC(=O)Cc2ccc(NC(=O)C3CCCN(C(=O)c4ccccc4)C3)cc2)cc1 (stereo unspecified),-17,0.6,7,1,-3,-12,-1,-4,0.6,6
CCOc1ccc2nc(NC(=S)NCc3ccccc3)sc2c1,30,-0.6,-6,-4,.,0,4,.,-2.3,-3
CCOc1ccc(NC(=O)c2ccccc2OCC(=O)c2ccccc2)cc1,.,0.2,-5,0,-6,-1,8,.,-0.9,-6
O=S(=O)(Nc1ccc(-c2nc3cccnc3s2)cc1)c1cccs1,.,1.2,9,1,-6,3,4,1,-0.2,-4
Cc1ccc(OCC(O)CN2C(=O)NC(C)(C)C2=O)c(C)c1 (stereo unspecified),-1,2.1,-5,-3,6,-3,3,1,-2.4,-2
O=C(c1cccc(S(=O)(=O)Nc2ccc(F)cc2)c1)N1CCOCC1,.,0.2,-5,-2,-8,0,5,1,-0.2,6
CCCS(=O)(=O)N1CCN(C(=O)c2cc(OC)cc(OC)c2)CC1,-2,0.4,3,4,5,-3,-2,6,-0.3,-2
Cc1c(Cl)cnc(NC(=O)COC(=O)Cc2coc3ccc4ccccc4c23)c1Cl,9,1.7,15,3,-2,4,-1,-1,-2.2,4

# Limited to V-ATPase pHluor and dFosB act, for some of the entries so far:
compound	V-ATPase pHluor	dFosB act
Cc1ccc(OCC(O)CN2C(=O)NC(C)(C)C2=O)c(C)c1 (stereo unspecified)	3	-3
O=C(c1cccc(S(=O)(=O)Nc2ccc(F)cc2)c1)N1CCOCC1	5	0
CCCS(=O)(=O)N1CCN(C(=O)c2cc(OC)cc(OC)c2)CC1	-2	-3

# Screening data as filed in PubChem.

# An unsorted share of the library. About 4.1% of those tested had a hit in this group.
